# Source: PubChem (National Center for Advancing Translational Sciences (NCATS))
# Akt phos inh: blocks phosphorylation of Akt; Neuro2A IGF-stimulated pAkt S473 HTRF, 20 min; hits give low values; activity change, % for hits at 50 µM; 0.32% of 360,000 active; AID 651550; in the data active = activity change below about -80%; inconclusive = mostly about -51% to -80%; also: % is scaled to controls: 0 for no effect and ±100 for the full control effect
#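 Single-point screen (50 µM final compound) in Neuro2A cells stimulated 20 min with 6 nM IGF at 37 deg C. After lysis, Ser473-phosphorylated Akt read by HTRF (ex 330 nm, em 615/665 nm) as the 665/615 ratio.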
# Mm-Cpn inhibitor: inhibitors of Methanococcus maripaludis chaperonin (MmCpn). purified Mm-Cpn ATPase, ADP Transcreener TR-FRET. Potency, µM (series often up to 76.9 µM), for the others: top-dose activity, negative = inhibition, most hits filed as inhibitors. 0.031% of 330,000 active. AID 504842; also: potency is read from the fitted curve at half-maximal effect; % is scaled to controls: 0 for no effect and ±100 for the full control effect; nearly all actives have a fitted effect of over 80% in size
#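 Quantitative HTS used 25 nM Mm-CPN and 10 uM ATP in magnesium/KCl Tris buffer, pH 7.4, with 1 mM DTT. Hydrolysis ran 30 min at 37°C; ADP was read by HTRF.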
# FUS yeast rescue: rescues growth of FUS-expressing yeast; S. cerevisiae FUS-expressing, growth rescue, OD600, 24 h; Potency, µM (doses to about 76.6 µM), for the others: at the highest dose growth rescue (activation), usual class: activators; 0.24% of 390,000 active;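 also: potency is read from the fitted curve at half-maximal effect; plate controls were DMSO vehicle for no effect and reference control for full effect; nearly all actives have a fitted effect of over 55% in size; some results filed as inactive show a strong effect at the top dose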
#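 Cultures pregrown in 2.5% raffinose medium are shifted to minimal medium containing 2% galactose to express toxic FUS. Compounds are tested at several concentrations. After 24hr at 30C, growth is quantified at 600 nm absorbance.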
# aSyn yeast inh: inhibitors of alpha-synuclein toxicity in yeast | AID 652106 | 0.14% of 370,000 active | Potency, µM (top dose mostly 46.1 µM), for inactives: at the top dose growth rescue (activation), most hits filed as activators | Yeast expressing alpha-synuclein, growth rescue, BacTiter-Glo, 24 h; also: potency is read from the fitted curve at half-maximal effect; % of control where 0% means no effect; nearly all actives have a fitted effect of over 65% in size
#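 Screening used galactose-induced yeast with toxic alpha-synuclein levels, exposed to compound for 24 hr at 30 deg C. Cell growth, read with BacTiter-Glo luminescence, gave the measured signal.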
# HEK293 tox: cytotoxic in the GLP-1 receptor inverse agonist counter-screen. HEK293 cAMP-luciferase reporter cells, luminescence, 24 h. Potency, µM (top dose mostly 38.3 µM), for the others: at the top dose activity change, negative = inhibition, usual class: inhibitors. 0.13% of 410,000 active;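 also: loss of luciferase light is scored as toxicity; potency is read from the fitted curve at half-maximal effect; % is scaled to controls: 0 for no effect and ±100 for the full control effect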
#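 Luminescence readout: signal drop marks cytotoxicity. Plated cells grew 12 h at 37 °C, 5% CO2, received 23 nL compound for 24 h, then got luciferase reagent, read after 12 min at RT.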
# TDP-43 yeast inh: rescues yeast growth from TDP-43 toxicity; TDP-43 expressing yeast growth rescue, BacTiter-Glo, 24 h; AID 652104; Potency, µM (series often up to 46.1 µM), for the others: top-dose growth rescue (activation), usual class: activators; 1.8% of 410,000 active; also: potency is read from the fitted curve at half-maximal effect; % of control where 0% means no effect; nearly all actives have a fitted effect of over 50% in size
#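 In this qHTS, compounds that restore growth of yeast expressing TDP-43 appear as activators. Cells (OD600=0.02, galactose medium, raffinose-pregrown) are incubated with compound 24 hr at 30 deg C and growth is quantified by BacTiter-Glo.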
# PTHR1 ag: agonists of human PTHR1 parathyroid hormone receptor; Potency, µM (top dose mostly 115 µM), for the others: top-dose activation, actives largely listed as activators; HEK293 GP2 PTHR1 cells, GloSensor cAMP luminescence, 1 h; 0.075% of 410,000 active; Q03431; also: potency is read from the fitted curve at half-maximal effect; nearly all actives have a fitted effect of over 55% in size; some results filed as inactive show a strong effect at the top dose; inactives centre near -15; many of its hits are not listed in these tables
# Target sequence (Q03431 whole entry, looked up): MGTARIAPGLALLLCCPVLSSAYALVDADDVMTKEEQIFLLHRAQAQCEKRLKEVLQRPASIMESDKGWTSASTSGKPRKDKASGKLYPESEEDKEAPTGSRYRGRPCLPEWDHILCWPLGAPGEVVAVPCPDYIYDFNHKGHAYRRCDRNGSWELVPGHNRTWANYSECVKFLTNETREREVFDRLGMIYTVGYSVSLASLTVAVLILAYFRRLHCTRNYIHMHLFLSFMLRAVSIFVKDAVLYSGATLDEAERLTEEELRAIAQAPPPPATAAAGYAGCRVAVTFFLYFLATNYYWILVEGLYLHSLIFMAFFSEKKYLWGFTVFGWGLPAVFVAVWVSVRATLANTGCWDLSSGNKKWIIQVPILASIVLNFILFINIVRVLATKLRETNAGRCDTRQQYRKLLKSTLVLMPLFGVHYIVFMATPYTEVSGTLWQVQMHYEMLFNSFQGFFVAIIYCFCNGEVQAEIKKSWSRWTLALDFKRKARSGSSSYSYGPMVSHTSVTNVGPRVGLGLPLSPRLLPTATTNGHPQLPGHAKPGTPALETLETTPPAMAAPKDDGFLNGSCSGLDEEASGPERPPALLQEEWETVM
#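 HEK-293-derived GP2 cells expressing PTHR1 and a GloSensor cAMP reporter, 3,000/well, plated overnight, given luciferin plus IBMX (each 0.5 mM as added) for 1 h at 37 °C, then compound for 1 h at 37 °C. Luminescence was read after 15 min at room temperature.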
# GLP-1R inv ag: GLP-1 receptor (human) inverse agonism; P43220; HEK293 GLP-1R CRE-luciferase, luminescence, 24 h; GLP-1R form is constitutively active; Potency, µM (highest dose often 38.3 µM), without a hit: at the highest dose activity change, negative = inhibition, most hits filed as inhibitors; 1.6% of 410,000 active; also: potency is read from the fitted curve at half-maximal effect; % is scaled to controls: 0 for no effect and ±100 for the full control effect; nearly all actives have a fitted effect of over 55% in size
# Target sequence (P43220 whole entry, looked up): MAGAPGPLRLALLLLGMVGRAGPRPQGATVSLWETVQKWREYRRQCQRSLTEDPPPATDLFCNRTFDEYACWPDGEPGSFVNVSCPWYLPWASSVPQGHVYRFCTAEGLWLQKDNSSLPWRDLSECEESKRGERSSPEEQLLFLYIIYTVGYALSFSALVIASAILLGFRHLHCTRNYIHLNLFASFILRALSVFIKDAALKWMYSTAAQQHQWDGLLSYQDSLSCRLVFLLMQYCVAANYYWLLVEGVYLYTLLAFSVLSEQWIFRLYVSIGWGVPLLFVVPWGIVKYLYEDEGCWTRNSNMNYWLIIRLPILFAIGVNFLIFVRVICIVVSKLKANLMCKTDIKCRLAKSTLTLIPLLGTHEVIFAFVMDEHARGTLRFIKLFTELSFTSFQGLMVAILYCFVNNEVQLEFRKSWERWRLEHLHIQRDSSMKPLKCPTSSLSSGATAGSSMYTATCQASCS
#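 Inverse agonism was detected as reduced cAMP-driven luciferase luminescence after 24 h compound treatment. The cells were HEK293 clones expressing constitutively active human GLP-1R with the reporter. Reporter-only and GPR119 cell lines served as counterscreen controls.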
# Abeta rescue: compounds reversing amyloid beta toxicity in yeast; AID 1347071; Potency, µM (top dose mostly 46.1 µM), for inactives: at the top dose growth rescue, usual class: activators; yeast expressing A-beta42, growth rescue, OD600, 48 h; response scale: 0% DMSO, 100% iron-clioquinol control; 0.063% of 410,000 active; also: potency is read from the fitted curve at half-maximal effect; nearly all actives have a fitted effect of over 55% in size
#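 Yeast growth medium received pinned compounds, then yeast cells expressing toxic A-beta were added; plates incubated at 30 C for 48 hr. Growth read as absorbance at 600 nm, normalized to DMSO and equimolar FeCl3 plus clioquinol controls.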
# An asterisk follows results filed as active; i = inactive; ? = inconclusive; . = no result given; & = joins results of further samples; [ ] = remark or other dose. Unless noted, calls follow the shape of the dose curve; as a rule, active = well fitted curve in the direction sought with a large enough effect; inconclusive = small, poorly fitted or top-dose-only effect, or another doubt; inactive = no such curve, though single readings can be large; an effect the other way counts as inactive or inconclusive. A portion of the library (hit frequency here may not be typical).
SMILES,HEK293 tox,Mm-Cpn inhibitor,GLP-1R inv ag,aSyn yeast inh,Akt phos inh,PTHR1 ag,FUS yeast rescue,Abeta rescue,TDP-43 yeast inh
COCCNc1nc2c(c(=O)n(Cc3ccccc3F)c(=O)n2C)n1C,6%,-1%,-7%,-4%,i,i,-13%,-13%,5%
COCCNC(=O)CSc1nc2cc3c(cc2c(=O)n1Cc1ccc(C(=O)NCCc2ccc(OC)c(OC)c2)cc1)OCO3,-4%,.,12%,.,.,i,0%,-7%,6%
COc1ccc(C(=O)Nc2ccc(Nc3ccccc3)cc2)cc1Br,-6%,.,-31%,0%,i,-2%,-7%,6%,5%
CC(=O)Cn1c(=O)c2c(nc3n2CCCN3Cc2ccccc2)n(C)c1=O,-3%,0%,-5%,0%,.,-6%,-17%,-6%,15%
O=C1/C(=C/c2ccccc2Cl)SC(=S)N1CCC(=O)N1CCCCC1CCO (stereo not drawn),?,-1%,?,?,.,-41%[inhibitor],42%,-1%,7%
Cc1ccc(C(=O)CCC(=O)N2CCC(C(N)=O)CC2)cc1,-14%,1%,17%,-5%,i,-18%,32%,3%,-7%
CCCN1CNc2c(c(=O)[nH]c(=S)n2CCc2ccc(OC)c(OC)c2)C1,22%,-2%,9%,-1%&-11%,i,-9%,6%,6%,-16%
COc1ccccc1NC(=O)/C=C/c1ccc(OC)c(S(=O)(=O)N2CCOCC2)c1,-2%,1%,1%,6%,i,-20%,6%,-18%,-22%
CCCOC(=O)Oc1ccc2c(=O)c(Oc3cc(C)cc(C)c3)coc2c1,2%,-2%,-15%,3%,i,-91%[inhibitor],28%,22%,?
CCc1cccc(C)c1NC(=O)Cn1c(NCCO)nc2ccccc21,15%[1.53 µM],1%,-1%,-7%,i,-23%,9%,6%,-10%
c1cnc(N2CCN(Cc3ccc4c(c3)OCO4)CC2)nc1,-6%&-6%,0%&-3%&1%,3%&-18%,-4%&-4%&-3%,i,-3%,-11%&-39%,-18%&-17%,?
CNc1cc([N+](=O)[O-])ccc1N/C=C/C(=O)c1ccc2c(c1)OCO2,-6%,1%,5%,16%,i,i,.,-10%,1%
C[C@H](CO)N1C[C@H](C)[C@@H](CN(C)C(=O)Nc2ccc3c(c2)OCO3)Oc2ccc(NC(=O)CCN3CCOCC3)cc2C1=O,2%,-1%,4%,1%,i,i,-10%,-5%,-8%
CN1/C(=C\C=C2\N=C(c3ccc(F)cc3)OC2=O)C(C)(C)c2ccccc21,9%,-1%,-15%,-1%,i,-4%[57.5 µM],4%,-6%,1%
Cc1cc(NC(=O)CCC(=O)N(Cc2ccccc2)C(C(=O)NC2CCCC2)c2ccco2)no1 (stereo not drawn),?,2%,-20%,1%,i,-13%,10%,14%,-2%
CN(C(=O)C1CCOC1)c1nnc(C2CCOC2)s1 (stereo not drawn),-11%,0%,15%,5%,i,i,18%,15%,6%
COc1ccc(NC(=O)CSc2nc3c(c(=O)n2-c2ccc(F)cc2)SCC3)cc1,-11%,0%,-15%,-3%,i,i,-5%,-21%,0%
COCCSc1ccccc1C(=O)N1CCc2ccccc2C1,15%,1%,-2%,11%,i,i,-6%,-10%,16%
O=C(N/C(=C/c1ccc(Br)cc1)c1nc2ccccc2[nH]1)c1ccco1,0%,-1%,-1%,-1%,i,-11%,-2%,-2%,-16%
CC(C)(C)c1ccccc1NC(=O)Cn1cnc2cc([N+](=O)[O-])ccc2c1=O,-8%,3%,-6%,2%,i,i,-26%,7%,-46%[inhibitor]
O=C(CSc1nnc(CCCN2C(=O)c3cccc4cccc(c34)C2=O)n1-c1ccccc1)N1CCCCC1,?,-2%,16%,?,i,-12%,.,-3%,-3%
Cc1cc(C(=O)Nc2ccccc2[N+](=O)[O-])cs1,0%,0%,59%,1%,i,-20%,3%,-16%,11%
COc1cccc2[nH]c3c(N4CCC(C)CC4)ncnc3c12,-15%,-7%,-8%,-5%,i,-30%,44%,-8%,-4%
CNC(=O)c1oc(-c2ccccc2)nc1C,5%,-2%,9%,-5%,i,i,-8%,2%,5%
CC(C)[C@H](NC(=O)N1CC(=O)Nc2ccccc21)C(=O)N1CCC[C@@H]1C(=O)O,1%,0%,0%,-2%,i,-24%,-5%,-22%,-7%

# The results go on.
SMILES,HEK293 tox,Mm-Cpn inhibitor,GLP-1R inv ag,aSyn yeast inh,Akt phos inh,PTHR1 ag,FUS yeast rescue,Abeta rescue,TDP-43 yeast inh
CC(Oc1ccccc1F)c1nnc(SCC(=O)Nc2ccc(N3CCOCC3)cc2)o1 (stereo not drawn),-4%,1%,19%,4%,i,i,.,0%,-10%
O=C(Nc1ccc(-c2nc3cccnc3s2)cc1)c1ccc(Br)o1,4%,0%,6%,-8%,i,i,-2%,-6%,?
Cc1ccccc1-n1c(SCC(=O)N/N=C/c2c(C)nn(-c3ccccc3)c2C)nc2ccccc2c1=O,-19%,2%,-6%,0%,i,i,.,-10%,-9%
C[C@@]12CCC=C[C@H]1[C@H](c1ccccc1Br)N(Cc1ccccc1)C2=O,-9%,5%,?,-2%,i,-37%[inhibitor],?,-40%[inhibitor],35µM*
O=C(Nc1cc(Cl)cc(Cl)c1)c1ccc(Cn2c(=O)[nH]c3ccsc3c2=O)cc1,-5%,-5%,-12%,-1%,i,i,-14%,12%,0%
COc1cc(C(=O)NC(C)C2CC3CCC2C3)ccc1OC(F)F (stereo not drawn),0%,-1%,?,-9%,i,-2%,.,-48%[inhibitor],?
Cc1ccc2c(CN3CCC(C)CC3)cc(=O)oc2c1,-5%,0%,-8%,-1%,i,-18%,-9%,7%,-9%
O=C(NC1CCN(Cc2ccccc2)CC1)c1ccccc1OCc1ccccc1,-4%,1%,?,3%,i,-8%,-16%,-3%,6%
CC(=O)N1CCN(C(=O)COC(=O)c2ccc(S(C)(=O)=O)cc2)CC1,-6%,-2%,-2%,-1%,i,i,-9%,3%,-1%
O=C(OCCN1CCCC1)C1(c2ccccc2)CCCC1,7%,-1%[15.4 µM],?,2%,i,-16%,.,0%,-22%
COC(=O)Nc1[nH]ncc1[N+](=O)[O-],7%,0%,32%,-1%,i,-10%,-6%,-13%,-28%
O=C1/C(=C/c2cccs2)SC(=S)N1CC(=O)N1CCCCC1CCO (stereo not drawn),7%,0%,?,5%,.,-25%,28%,1%,-4%
O=C(N/N=C/c1ccc(Cl)cc1)c1cc(-c2cccnc2)nc2ccccc12,2%[0.307 µM],-3%,-8%[0.307 µM],0%,i,i,19%,-11%,-16%
Cc1ccc(O)c(CNc2cccc(C)n2)c1,20%,2%,18%,2%,i,i,-2%,-4%,12%
CSc1ccc(S(=O)(=O)NCC(=O)OCC(=O)N2CCC(C)CC2)cc1[N+](=O)[O-],2%,0%,21%,-4%,i,-36%[inhibitor],26%,-6%,0%
N#C/C(=C(/O)COC(=O)COc1cccc(Br)c1)c1nc2ccccc2[nH]1,-6%,-9%,?,-5%,i,-1%,8%,0%,11%
COc1ccccc1-n1cc(-c2ccc(Cl)cc2)[nH]c1=O,2%,1%,1%,8%,i,i,.,24%,7%
CCOC(=O)CSc1ccc2nnc(-c3ccncc3)n2n1,-1%,1%,1%,-6%,i,i,6%,-5%,-1%
CC(C)CCNC(=O)CN1C(=O)CSc2ccc(S(=O)(=O)N3CCCCC3)cc21,-8%,.,?,.,.,-46%[inhibitor],31%,-7%,15%
O=C(Nc1nnc(-c2ccco2)o1)c1ccc(Br)s1,0%,.,-28%,13%,i,i,-6%,-5%,27%
CCOc1ccc(C(=O)N/N=C/c2cccc3cccnc23)cc1,-4%,1%,?,?,i,-3%,15%,15%,27%
CC(C)C(NC(=O)CSc1ccc(Cl)cc1)C(C)C,9%,-1%,-18%,27%,i,i,-1%,19%,4%
CCc1ccc(CNC(=O)c2ccc(NC(=O)N3CCSc4ncccc43)cc2)cc1,-1%,.,8%,.,.,-8%,3%,-8%,7%
CC(NCC(=O)Nc1cc(S(=O)(=O)N2CCOCC2)ccc1Cl)c1ccc(Cl)cc1Cl (stereo not drawn),-16%,1%,5.6µM*,5%,i,-32%[inhibitor],20%,19%,9%
COc1ccc(C(=O)c2nccc3ccccc23)cc1,1%,-3%,-19%,18%,i,-7%,-2%,8%,?

# Continuation:
SMILES,HEK293 tox,Mm-Cpn inhibitor,GLP-1R inv ag,aSyn yeast inh,Akt phos inh,PTHR1 ag,FUS yeast rescue,Abeta rescue,TDP-43 yeast inh
COc1ccccc1N(C(C)=O)c1nc(C)cc(C)c1C#N,-7%,1%,7%,7%,i,8%[57.5 µM],-26%,21%,8%
CCOC(=O)c1c(NC(=O)c2cc3ccccc3c(=O)o2)sc2c1CCCC2,-7%,.,19%,.,.,i,-4%,1%,14%
Cc1ccc(C)c(NC(=O)C2CC=CCC2C(=O)O)c1 (stereo not drawn),-3%,1%,-7%,-1%,i,i,1%,11%,11%
CCOC(=O)c1cnc(SCC(=O)Nc2sc(C)c(C)c2C#N)nc1N,-3%,-1%,0%,-4%,i,4%,45%,-14%,-6%
Fc1ccc(CN(Cc2ccccc2)C(c2cccs2)c2nnnn2C2CCCCC2)cc1 (stereo not drawn),-3%,3%,?,10%,i,0%,23%,13%,7%
O=C(NCc1ccc(F)cc1)C(=O)NCC(c1cccs1)S(=O)(=O)c1cccs1 (stereo not drawn),-10%,.,?,.,.,i,2%,-4%,11%
